# Screening results (PubChem)
# S1P4 ag – agonists of human S1P4 receptor; activation, % at 4.98 µM; S1P4-expressing cell line, agonist reporter assay; 220,000 tested, 0.35% active; O95977; in the data active = activation above about 11%;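 also: 0% = DMSO vehicle and 100% = reference agonist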
# Target sequence (O95977 whole entry, looked up): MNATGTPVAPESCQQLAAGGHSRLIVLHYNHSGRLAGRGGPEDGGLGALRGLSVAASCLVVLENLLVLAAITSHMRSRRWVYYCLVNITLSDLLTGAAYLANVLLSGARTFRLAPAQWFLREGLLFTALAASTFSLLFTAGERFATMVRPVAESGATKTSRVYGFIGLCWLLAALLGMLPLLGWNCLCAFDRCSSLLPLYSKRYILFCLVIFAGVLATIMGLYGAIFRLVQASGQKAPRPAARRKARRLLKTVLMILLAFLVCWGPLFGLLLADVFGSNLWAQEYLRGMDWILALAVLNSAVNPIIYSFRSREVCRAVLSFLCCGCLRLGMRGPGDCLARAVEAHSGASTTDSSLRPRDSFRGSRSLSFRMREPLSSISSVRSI
# NPY Y1 blocker – NPY-Y1 (human) receptor antagonism | inhibition, % at 3.6 µM | 200,000 tested, 1% active | HEK293-CNG Y1 cells, membrane potential fluorescence; NPY at EC95, then isoproterenol;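 active = inhibition above the campaign mean inhibition of all tested compounds plus 3 SD, cut at about 20% in these data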;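 also: 0% = DMSO wells given NPY plus isoproterenol and 100% = isoproterenol alone without NPY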
#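 Material: Y1- and CNG-channel-expressing HEK293 cells / Probe or stimulus: NPY 25 nM then isoproterenol 1 µM plus Ro 20-1724 25 µM / Doses: 3.6 µM single dose, DMSO 0.4% / Schedule: compound incubation 1 h at room temperature, readout 45 min post-stimulation / Signal: membrane potential fluorescence / Benchmarks: isoproterenol-only wells as full block versus NPY-plus-isoproterenol wells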
# TRPN1 ag – agonists of zebrafish TRPN1 channel; activation, % at 3 µM; HEK293 zebrafish TRPN1-YFP, Fluo-8 calcium fluorescence; 100% = response to 87 µM carbachol; 220,000 tested, 0.18% active; AID 1424;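 active = activation above its plate's cutoff, the mean activation of test wells on that plate plus 3 SD, cut at about 19% in these data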;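 also: 0% = DMSO alone and 100% = 87 µM carbachol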
#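 Material – zebrafish TRPN1-YFP in HEK293 cells · Doses – 3 µM single point · Schedule – dye 1 h 37 °C plus 30 min RT · Signal – Fluo-8 calcium fluorescence, excitation 470-495 nm, emission 515-575 nm · Read-out – % activation versus carbachol response · Control set – carbachol high, DMSO low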
# CHOP inhibitor – inhibitors of CHOP induction in ER stress response; CHO-K1 CHOP-promoter luciferase, tunicamycin-induced, 15-18 h; inhibition, % at 10 µM; 220,000 tested, 3.8% active;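 active = compounds that reduced the stress-induced luciferase reporter signal by more than about 70% of percent inhibition, limit read from the data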;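 also: 0% = tunicamycin plus vehicle and 100% = wells without tunicamycin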
# NPY-Y1 PAM-ag – human NPY-Y1 potentiation or agonism, primary screen; P25929; NPY-Y1 expressing cells, potentiator/agonist activation; activation, % at 3.6 µM; 220,000 tested, 0.37% active; in the data active = activation above about 33%, passing the limit was not always enough;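 also: cells stimulated with NPY at EC10 then isoproterenol at EC100; 0% = low agonist plus stimulus and 100% = saturating agonist plus stimulus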
# EP2 modulator – modulates human prostaglandin E2 receptor EP2 signaling; P43116; EP2-expressing cells, cAMP HTRF FRET, PGE2 co-stimulation; induction, % at 25 µM; 260,000 tested, 0.83% active; AID 940;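 active = compounds whose cAMP rise, as percent of the full-agonist control response, exceeds 60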;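 also: rat C6 glioma line stably carrying human EP2 under a CMV promoter; the protocol text gives 20 µM as final concentration; 100% = response of wells given 1 µM PGE2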
# TRPML3 ag – agonists of human TRPML3 channel. Q8TDD5. HEK293 TRPML3-YFP, Fluo-8 calcium fluorescence; 100% = the carbachol control signal. activation, % at 3 µM. 220,000 tested, 0.29% active. AID 1448;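 active = activation above its plate's cutoff, the mean activation of the plate's test wells plus 3 SD, cut at about 12% in these data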;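 also: 0% = DMSO only wells and 100% = carbachol wells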
#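 Material: TRPML3-YFP stable HEK293 cells | Dosing: One concentration, 3 µM nominal, 0.3% DMSO | Timing: 125 s total fluorescence read per well | Technique: Fluo-8 calcium dye fluorescence, ex 470-495, em 515-575 nm | Measure: Percent activation from peak-to-basal fluorescence ratio, scaled between DMSO and carbachol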
# NPY2 pot ag – potentiators or agonists of human neuropeptide Y receptor Y2; P49146; cells expressing NPY-Y2, potentiator/agonist read-out; activation, % at 3.6 µM; 220,000 tested, 0.45% active; AID 1359; in the data active = activation above about 27%;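 also: cells stimulated with NPY near EC25 plus isoproterenol at EC100; 0% = vehicle plus submaximal agonist and 100% = vehicle plus saturating agonist; some results beyond the cut were filed as inactive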
# Target sequence (P49146 whole entry, looked up): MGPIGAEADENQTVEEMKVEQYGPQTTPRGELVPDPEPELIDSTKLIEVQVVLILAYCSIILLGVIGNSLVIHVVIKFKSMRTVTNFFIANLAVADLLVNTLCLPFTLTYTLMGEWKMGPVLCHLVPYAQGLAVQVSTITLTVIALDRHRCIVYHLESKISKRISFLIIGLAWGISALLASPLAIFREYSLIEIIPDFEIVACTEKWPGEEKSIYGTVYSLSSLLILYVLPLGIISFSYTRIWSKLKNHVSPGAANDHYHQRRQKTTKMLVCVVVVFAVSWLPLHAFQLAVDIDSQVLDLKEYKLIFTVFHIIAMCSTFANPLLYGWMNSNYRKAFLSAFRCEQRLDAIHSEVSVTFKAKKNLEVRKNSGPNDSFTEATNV
# S1P4 antag – blocks the human S1P4 receptor. AID 1510. 220,000 tested, 0.26% active. S1P4-expressing cells, antagonist mode, reporter read-out. inhibition, % at 4.98 µM; in the data active = inhibition above about 29%;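 also: 0% = wells stimulated with agonist and 100% = vehicle wells without agonist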
# An asterisk follows results filed as active; . = no result given; & = joins results of further samples. Outcome played no part in choosing rows. Share with any hit: about 6.5%.
SMILES,S1P4 ag,NPY Y1 blocker,TRPN1 ag,CHOP inhibitor,NPY-Y1 PAM-ag,EP2 modulator,TRPML3 ag,NPY2 pot ag,S1P4 antag
CCC(NC(=O)NCCCn1ccnc1)(C(F)(F)F)C(F)(F)F,0.5,-1,-0.7,25,0,9,1.1,-12,-3
CCOC(=O)c1ccc(NC(=O)C2C3C=CC(C3)C2C(=O)O)cc1 (stereo not given),1.4,0,-0.7,-5,3,0,-0.6,8,-10
CCCCSc1nnc(CNC(=O)C23CC4CC(CC(C4)C2)C3)n1Cc1ccccc1,0.1,12,-2.3,85*,16,15,-0.3,6,-5
COc1cccc(C(=O)COc2ccc3c(C)c(Cc4ccccc4)c(=O)oc3c2C)c1,2.2,-5,2.1,-7,11,14,-0.3,11,-23
O=C(NCc1ccccn1)C(=O)Nc1nc(-c2ccccc2)cs1,0.2,.,1.8,1,-2,-38,0.9,-7,-14
c1cncc(-c2nc(-c3cccs3)cs2)c1,0.8,-2,-0.9,27,-22,2,0.1,-12,-12
NS(=O)(=O)c1ccc(NC(=S)NCC2CCCO2)cc1 (stereo not given),0.0,-8,0.5,33,21,9,0.6,11,-12
CC(C)CC(C(=O)Nc1ccccc1)N1C(=O)C2C3C=CC(C3)C2C1=O (stereo not given),0.8,-2,-0.5,-2,8,5,0.2,-8,-12
COc1ccc(S(=O)(=O)Nc2ccc(NC(C)=O)cc2)cc1Br,0.5,-3,1.7,2,-22,-13,0.8,-13,-6
Cc1ccc(C(C(=O)NC2CCCCC2)N(Cc2ccco2)C(=O)Cc2c[nH]c3ccccc23)o1 (stereo not given),-0.4,14,-1.4,87*,-5,54,-1.1,-5,13
CCOc1ccccc1OCC(=O)Nc1ccc(N2CCCCC2)cc1,-1.8,0,2.6,42,-26,-17,0.4,-11,-16
CCCn1cc(CN2CCCC(C(=O)c3cccc(OC(C)C)c3)C2)c(C)n1 (stereo not given),0.8,2,1.1,12,16,-40,1.0,4,-4
O=S(=O)(CCn1cccc1)CCn1cccc1,-4.0,4,-0.9,33,-11,3&-3,-0.2,-7,0
CN1C(=O)c2ccccc2Sc2ccc(NC(=O)N3CCCC3)cc21,-1.6,7,-1.2,23,-21,15,-0.1,0,4
Cc1ccc(Oc2ncccc2/C=N/OCc2ccc(Cl)c(Cl)c2)cc1,1.5,1,1.3,11,-3,8,0.8,9,7
Cn1c(=O)n(Cc2ccco2)c(=N)c2c3c(sc21)CCCC3,0.2,-4,-0.5,10,-23,2,-0.1,-8,0
O=C1OCC(CO)(CO)N=C1NNc1ccc(Cl)c(Cl)c1,-3.1,2,0.5,-11,20,-58,-0.1,20,-2
Cc1c(Cl)c(C(F)F)nn1CC(=O)NC1C(=O)N2C(C(=O)O)=C(CSc3nnnn3C)CSC12 (stereo not given),1.1,-2,0.9,15,16,25,0.9,-1,-3
CCOc1ccc(-c2ccc(SCC(=O)NCC3CCCO3)nn2)cc1 (stereo not given),-0.3,1,-1.7,31,-6,4,0.7,6,7
Cc1cc(C(=O)NNC(=O)NC(C)C)no1,3.3,.,-1.0,1,-7,-14,0.9,-2,-4
CCOC(=O)c1ccc(-n2c(CN3CCN(CCO)CC3)nc3ccc([N+](=O)[O-])cc3c2=O)cc1,-0.8,7,1.2,-2,20,-3,0.6,8,1
CCOC(=O)CNC(=S)n1ncnc1N,0.1,5,-0.9,-5,2,-1,0.0,7,6
Cc1ccc(N2CC(C(=O)Nc3ccc(S(=O)(=O)Nc4nccc(C)n4)cc3)CC2=O)cc1 (stereo not given),5.3,-4,1.2,-29,5,31,1.3,8,-14
CCOC(=O)c1nn(-c2ccc(C)c(C)c2)cc1O,-3.0,4,-1.2,-6,-13,2,-0.1,3,-13
COCCCn1nnnc1SCC(=O)N1c2ccccc2CC1C (stereo not given),-1.9,-11,-0.8,3,1,-22&-2,0.0,-1,11
SMILES,S1P4 ag,NPY Y1 blocker,TRPN1 ag,CHOP inhibitor,NPY-Y1 PAM-ag,EP2 modulator,TRPML3 ag,NPY2 pot ag,S1P4 antag
N#CCc1ccc(Oc2ccc([N+](=O)[O-])cn2)cc1,0.0,.,-0.1,6,23,8,-0.2,-22,-1
COc1cc([N+](=O)[O-])ccc1NC(=O)CC(C)C,-1.5,5,0.8,-16,13,14,0.5,6,-10
CCN(CCCNC(=O)C1CCN(S(=O)(=O)N2CCOCC2)CC1)c1cccc(C)c1,2.9,-5,1.4,-24,1,-17,-1.1,0,3
O=C(/C=C/c1ccc([N+](=O)[O-])cc1)NNC(=O)C1CC1,-2.4,-3,-0.6,-3,-6,-3,0.1,-20,-16
O=C(NNC(=O)C1CC=CCC1C(=O)O)c1cccs1 (stereo not given),-0.3,2,0.9,-2,-3,8,0.4,11,3
CC(=O)c1c(C)[nH]c(C(=O)Nc2c(C)n(C)n(-c3ccccc3)c2=O)c1C,-0.2,0,1.2,13,21,28,0.1,7,1
COc1ccc(-n2c(CNC(=O)c3cccs3)n[nH]c2=S)cc1,1.3,-2,1.3,1,7,29,0.8,-1,-6
CC(C)Oc1ccc(C(=O)N/N=C/c2ccc(-c3ccc(S(=O)(=O)Nc4ncccn4)cc3)o2)cc1,1.8,5,0.1,19,-14,-5,-0.2,-16,-7
CSc1nnc2c3ccccc3n(Cc3ccccc3)c2n1,0.8,10,-0.3,51,0,50,-0.2,-13,16
CC(NC(=O)C12CC3CC(CC(C3)C1)C2)C(=O)N/N=C/C1=C(N2CCOCC2)C(=C\c2ccccc2)/CC1 (stereo not given),1.0,-3,1.3,57,1,9,-0.1,-10,6
COc1ccc(NC(=S)NCCC2=CCCCC2)cc1OC,-0.1,2,-2.0,11,2,-21,0.7,-12,-3
C[C@@H](C(=O)Nc1ccc2ccccc2c1)[C@H]1C[C@]1(C)[C@H](NS(=O)(=O)c1ccccc1)c1ccccc1,0.3,-5,-0.6,65,-11,32,0.2,10,-1
CCCC(=O)Nc1cc(S(=O)(=O)N(CC)CC)ccc1Cl,0.6,-2,-1.1,-6,-12,-1,-0.3,-4,3
CCOC(=O)NC(Nc1ncccn1)(C(F)(F)F)C(F)(F)F,0.4,8,0.7,21,10,-2,1.0,14,-9
CC(C)OC(=O)NC(C)(C)COC(=O)Nc1cccc(Cl)c1,0.4,-5,3.6,-1,1,-77,-0.3,8,-1
CC(C)OCCCNC(=O)C(NS(=O)(=O)c1ccc2c(c1)c(=O)n(C)c(=O)n2C)c1ccccc1 (stereo not given),0.1,-4,-1.1,4,16,7,-1.3,2,-7
CCOC(=O)C1=C(C)NC(=S)N(C=O)C1c1ccccc1 (stereo not given),0.9,-2,1.9,14,-3,51,0.2,-2,-7
CCO[C@@H]1OC(C(=O)O)=C[C@H](C)[C@H]1CCCO,1.3,6,1.3,1,-9,-6,0.6,-15,-9
COC(=O)/C(=C\Nc1ccccc1)NC(=O)c1ccc(Cl)cc1Cl,-2.2,1,-1.6,11,-12,-41,-0.3,1,-7
FC(F)(F)c1cccc(NCc2n[nH]c(=S)n2C2CCCCC2)c1,0.9,4,-2.0,-18,6,34,-1.1,10,-3
CCC(C)(C)n1nnnc1C(c1ccc(OC)c(OC)c1)N1CCN(c2ccc(OC)cc2)CC1 (stereo not given),0.1,6,0.2,25,-21,30,-0.1,-5,-9
CCOC(=O)C1=C(c2ccccc2)NC(SCC(=O)Nc2cccc(C)c2)=C(C#N)C1c1ccco1 (stereo not given),-1.5,10,1.2,99*,-14,14,0.3,-17,10
CCN(C(=O)c1cnc2scc(C)n2c1=O)c1ccccc1C,1.5,-3,-0.3,4,10,13,0.2,10,11
COc1ccc(CNC(N)=O)cc1,-0.7,2,0.4,-20,-5,10,0.8,-1,-11
CCn1c(SCC(=O)OC2CCCCC2)nc2ccccc2c1=O,0.0,14,-0.7,40,-14,4,-0.7,-7,-17
Nc1nc2ccccc2n1C(=O)CCc1ccccc1,1.2,13,0.9,0,-28,-28,0.4,-5,15
COC(=O)N/N=C/c1cc(N=Nc2ccccc2)ccc1O,0.4,.,2.4,28,11,-47,0.3,-27,-14

# Part of the list above, reformatted.
compound	S1P4 ag	NPY Y1 blocker	TRPN1 ag	CHOP inhibitor	NPY-Y1 PAM-ag	EP2 modulator	TRPML3 ag	NPY2 pot ag	S1P4 antag
COc1ccc(CNC(N)=O)cc1	-0.7	2	0.4	-20	-5	10	0.8	-1	-11
CCn1c(SCC(=O)OC2CCCCC2)nc2ccccc2c1=O	0.0	14	-0.7	40	-14	4	-0.7	-7	-17
Nc1nc2ccccc2n1C(=O)CCc1ccccc1	1.2	13	0.9	0	-28	-28	0.4	-5	15
COC(=O)N/N=C/c1cc(N=Nc2ccccc2)ccc1O	0.4	.	2.4	28	11	-47	0.3	-27	-14

# Grouped by structure: those above containing fluorine
SMILES,S1P4 ag,NPY Y1 blocker,TRPN1 ag,CHOP inhibitor,NPY-Y1 PAM-ag,EP2 modulator,TRPML3 ag,NPY2 pot ag,S1P4 antag
CCC(NC(=O)NCCCn1ccnc1)(C(F)(F)F)C(F)(F)F,0.5,-1,-0.7,25,0,9,1.1,-12,-3
Cc1c(Cl)c(C(F)F)nn1CC(=O)NC1C(=O)N2C(C(=O)O)=C(CSc3nnnn3C)CSC12 (stereo not given),1.1,-2,0.9,15,16,25,0.9,-1,-3
CCOC(=O)NC(Nc1ncccn1)(C(F)(F)F)C(F)(F)F,0.4,8,0.7,21,10,-2,1.0,14,-9
FC(F)(F)c1cccc(NCc2n[nH]c(=S)n2C2CCCCC2)c1,0.9,4,-2.0,-18,6,34,-1.1,10,-3
